TbMetRS inhib: blocks T. brucei methionyl-tRNA synthetase activity | 0.4% of 360,000 active | purified T. brucei MetRS, ATP depletion, Kinase-Glo luminescence | AID 624268 | inhibition, % at 11.9 µM;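 active = inhibition above a per-plate cutoff of the control wells' mean inhibition plus 3 SD, cut at about 5.5% in these data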;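 note: 0% = DMSO wells median and 100% = median of wells with control inhibitor compound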
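Measured by: Kinase-Glo luciferase luminescence reporting remaining unconsumed ATP. Material: purified T. brucei MetRS enzyme. Doses: 11.9 µM compound single dose, 0.9% DMSO. Medium: HEPES buffer containing pyrophosphatase, BSA, spermine, DTT. Times: 15 min preincubation, 2 h reaction, all 25 °C. Reagent: methionine, ATP and bulk E. coli tRNA.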
DNMT1 block: DNMT1 (human) enzyme inhibition; P26358; DNMT1 molecular beacon, Hinp1I cleavage, fluorescence; inhibition (reported as % activation of signal), % at 10 µM; 0.83% of 360,000 active; AID 588458; in the data active = inhibition above about 50%
SUMO1 PPI mod: SUMO1-SIM interaction modulation. inhibition, % at 20 µM. P63165. SUMO1 binding to a labelled peptide, TR-FRET, 1 h. AID 602429. 0.33% of 360,000 active; in the data active = inhibition above about 37%
Target sequence (P63165 whole entry, looked up): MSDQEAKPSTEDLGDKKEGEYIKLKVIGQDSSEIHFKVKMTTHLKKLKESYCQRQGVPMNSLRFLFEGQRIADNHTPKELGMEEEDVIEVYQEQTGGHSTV
Neddyl block: inhibitors of human cullin neddylation | P61081+Q13564 | TR-FRET cullin neddylation, biochemical | calls only at 25 µM | 0.58% of 360,000 active | AID 651699; in the data active = inhibition above about 36%
Target sequence (P61081 whole entry, looked up): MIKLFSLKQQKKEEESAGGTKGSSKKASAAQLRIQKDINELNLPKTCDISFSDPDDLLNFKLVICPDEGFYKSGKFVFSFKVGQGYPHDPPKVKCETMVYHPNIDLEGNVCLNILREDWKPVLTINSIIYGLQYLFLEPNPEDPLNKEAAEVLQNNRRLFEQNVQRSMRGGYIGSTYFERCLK
Target sequence (Q13564 whole entry, looked up): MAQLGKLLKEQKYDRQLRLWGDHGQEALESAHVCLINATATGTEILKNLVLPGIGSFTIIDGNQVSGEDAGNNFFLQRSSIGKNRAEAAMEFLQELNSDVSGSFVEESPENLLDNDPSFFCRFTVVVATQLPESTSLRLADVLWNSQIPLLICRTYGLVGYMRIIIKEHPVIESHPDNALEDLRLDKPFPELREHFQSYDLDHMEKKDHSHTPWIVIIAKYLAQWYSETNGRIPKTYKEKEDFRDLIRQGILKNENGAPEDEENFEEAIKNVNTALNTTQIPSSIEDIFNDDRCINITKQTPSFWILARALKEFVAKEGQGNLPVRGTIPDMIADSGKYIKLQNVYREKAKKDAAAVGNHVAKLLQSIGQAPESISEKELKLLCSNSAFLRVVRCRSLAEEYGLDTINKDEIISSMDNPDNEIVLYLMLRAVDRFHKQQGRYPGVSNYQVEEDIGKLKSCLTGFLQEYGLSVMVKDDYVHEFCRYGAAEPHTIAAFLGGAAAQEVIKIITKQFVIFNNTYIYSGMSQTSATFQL
NadD block: inhibitors of Staphylococcus aureus NadD | 0.78% of 360,000 active | purified NadD enzyme, colorimetric absorbance read-out | inhibition, % at 20 µM; in the data active = inhibition above about 26%; note: some compounds past the cut are filed as inactive
Scp1 inh: blocks human Scp-1 phosphatase activity | Q9GZU7 | 0.88% of 340,000 active | Recombinant Scp1, phosphopeptide, malachite green phosphate absorbance | AID 493091 | inhibition, % at 20 µM;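 active = inhibition above about 50% at 20 µM, limit read from the data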;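 note: plate controls were DMSO wells with enzyme for no effect and wells lacking enzyme for full effect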
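Incubation: 45 min enzyme reaction at room temperature / System: truncated SCP-1 phosphatase (76-261aa) / Reagent: Phospho 17-mer peptide substrate / Buffer or medium: Acidic Tris acetate buffer with magnesium and detergent / Signal: absorbance at 630 nm / Doses: one concentration, 20 µM, with 1.0% DMSO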
CendR NRP1 mod: modulators of CendR peptide binding to human neuropilin-1; FAM-RPARPAR peptide binding to NRP-1, fluorescence polarization; inhibition, % at 25 µM; 0.85% of 360,000 active; AID 602438;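 active = inhibition or corrected inhibition above about 18%, plus a signal ratio from 0.5 to 1.5, limit read from the data, passing the limit was not always enough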; note: strong numbers were not always called active
SKN-1 block: inhibitors of C. elegans SKN-1; 0.49% of 360,000 active; C. elegans VP596 Pgst-4::GFP/RFP ratio, acrylamide-induced, 24 h; inhibition, % at 21.8 µM; AID 624304;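 active = interference check ratio from 0.5 to 1.5 plus GFP to RFP signal ratio inhibition reaching or exceeding a fixed threshold, cut at about 30% in these data, passing the limit was not always enough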; note: some compounds called inactive have numbers as strong as hits
STEP block: blocks human striatal-enriched tyrosine phosphatase; P54829; recombinant STEP, OMFP fluorogenic substrate, fluorescence; inhibition, % at 20 µM; 0.25% of 360,000 active; AID 588621;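 active = inhibition at 20 µM, scaled per plate between control wells, above about 37%, limit read from the data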;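 note: 0% = DMSO with enzyme and substrate and 100% = substrate only without enzyme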
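System: STEP (striatal-enriched tyrosine phosphatase) enzyme, cell-free; medium: Bis-Tris pH 6.0 buffer with DTT, detergent; dosing: 20 µM, 1% DMSO; times: reaction 20 min, ambient temperature; detection: fluorescence, 480/540 nm; read-out basis: normalized % inhibition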
LMPTP inh: blocks human LMPTP phosphatase; P24666; 0.22% of 360,000 active; recombinant LMPTP-A, OMFP fluorogenic substrate, fluorescence intensity; AID 651560; inhibition, % at 20 µM;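 active = compounds that cut the enzyme signal by at least half of the control window in the single-dose screen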;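 note: plate controls were DMSO wells with enzyme plus substrate for no effect and substrate without enzyme for full effect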
Target sequence (P24666 whole entry, looked up): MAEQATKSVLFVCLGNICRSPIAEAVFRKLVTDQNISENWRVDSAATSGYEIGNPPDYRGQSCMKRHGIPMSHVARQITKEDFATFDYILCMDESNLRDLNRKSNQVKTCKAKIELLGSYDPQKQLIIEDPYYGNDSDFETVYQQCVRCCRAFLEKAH
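Test system: LMPTP-A phosphatase enzyme; input: 0.625 nM LMPTP-A final; reagent: OMFP substrate, 400 µM final; compound dosing: 20 µM single dose, 3% DMSO; incubation: 50 min dark incubation at room temperature; measured by: endpoint fluorescence intensity from OMFP dephosphorylation; measure: % inhibition relative to no-enzyme and uninhibited control wells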
The depositor's hits bear a star; i = inactive; . = no result given.

Every second line gives: TbMetRS inhib, DNMT1 block, SUMO1 PPI mod, Neddyl block, NadD block, Scp1 inh, CendR NRP1 mod, SKN-1 block, STEP block, LMPTP inh
> CNc1nc2c(c(=O)n(C)c(=O)n2C)n1Cc1ccccc1
 : -0.9, 1, 0, i, -3, -1, 1, 13, 2, -1.3
> COc1ccc2[nH]c3c(=O)n(N)c(=O)[nH]c3c2c1
 : -1.4, -2, -15, ., 1, 0, 12, 15, 2, 1.1
> COc1ccc(C(=O)OCC(=O)Nc2ccc(F)cc2F)cc1OC
 : -0.7, 5, -2, i, 2, 3, 4, -2, -5, -0.8
> OC(COc1ccc2cc(Br)ccc2c1)CN1CCCC1 (stereo unspecified)
 : 0.5, -1, -12, i, -7, 0, 6, 29, 2, 2.6
> O=C(COc1ccccc1O)Nc1ccc(Cl)cc1
 : 1.0, -4, 4, i, 0, 0, 2, 25, 0, 1.5
> Cc1ccc(S(=O)(=O)Nc2ccccc2F)cc1C(=O)NCc1ccco1
 : -0.1, 13, 6, i, -2, 2, -10, 2, -3, -1.0
> CC(=O)N1c2ccc(S(=O)(=O)N3CCC(C(=O)Nc4ccccn4)CC3)cc2CC1C (stereo unspecified)
 : -0.1, 0, 1, i, -1, -6, 1, 16, -1, 0.1
> Cc1cccc(OCC(=O)Nc2ccc(NC(=O)c3ccco3)cc2)c1
 : -0.7, 1, 3, i, -7, -10, 9, -5, -2, -1.1
> CCOC(=O)CCC(=O)N1CCNC(=O)C1
 : -0.7, -2, 7, i, 0, -12, -14, -1, -4, -2.5
> O=C(Nc1ccc2c(c1)OCO2)c1cc2n(n1)C(C(F)(F)F)CC(c1ccccc1)N2 (stereo unspecified)
 : -1.8, -6, 4, i, -5, -7, -12, 3, -1, 1.0
> C=CCn1c(SCC(=O)Nc2cc(NC(C)=O)ccc2OC)nnc1-c1ccccn1
 : -0.5, -1, 1, i, 6, -7, 4, 0, -2, 0.2
> CCCCn1c(N)c(N(CCC(C)C)C(=O)C2CC(=O)N(c3ccc(OC)cc3OC)C2)c(=O)[nH]c1=O (stereo unspecified)
 : 0.0, -1, 5, i, 1, -8, 0, 17, 1, -0.3
> Cc1ccc(C(=O)Cc2cc3ccccc3oc2=O)c(C)c1
 : -0.7, -2, 2, i, -9, -14, -2, 4, -2, 1.4
> CCO[C@H]1OC(C(=O)N2CCOCC2)=C[C@@H](c2ccccc2)[C@@H]1CCCO
 : -0.2, 5, -1, i, -10, -9, -1, 4, 0, -1.4
> CN(C(=O)COC(=O)c1ccc(Br)o1)c1c(N)n(Cc2ccccc2)c(=O)[nH]c1=O
 : -0.3, 5, 7, i, 0, -1, 0, -1, 3, -1.5
> CC(=O)Nc1ccc(S(=O)(=O)N2CCN(CCN3CCOCC3)CC2)cc1Cl
 : -0.3, 3, 3, i, -7, 1, 0, -2, 2, 0.5
> CCOC(=O)c1c(C)[nH]c(C)c1S(=O)(=O)NCCc1cccs1
 : 0.1, 3, 1, i, -5, -2, -2, 8, -1, 1.2
> O=C(O)c1nn2cc(CCO)cnc2c1Cl
 : -0.9, 0, -3, i, -4, 1, -5, 6, -2, -0.6
> O=C(CSc1ccc(F)cc1)N1CCN(S(=O)(=O)c2ccccc2)CC1
 : -0.4, 0, 2, i, -11, -11, 3, -3, -1, -0.7
> CC(Sc1nnc(-c2ccccc2)c(-c2ccccc2)n1)C(=O)Nc1ncc(Cl)cc1Cl (stereo unspecified)
 : -0.4, -5, -8, i, 4, -5, 5, -13, 0, 2.3
> CC/C(=N\NC(=O)c1ccc2c(c1)OCO2)c1ccccc1
 : 0.0, 2, -2, i, -2, 1, 4, -16, 0, -0.6
> CCCCNC(=O)c1cccc2c(=O)c(C)c(-c3ccccc3)oc12
 : -0.4, -4, -6, i, -2, -3, 2, 2, -1, -1.2
> CS(=O)(=O)c1ccc(Cl)c(NC(=O)COC(=O)CNC(=O)c2ccccc2)c1
 : -0.2, -1, 3, i, -4, -3, -5, -6, 2, -0.9
> CCn1cc(C2=NOC(C(=O)Nc3cc(C)nn3-c3ccccc3)C2)c(C)n1 (stereo unspecified)
 : -1.0, 2, 0, i, 7, -1, -70, -15, 2, 0.1
> O=C(O)c1cc(N/N=C/C(Cl)=C/c2ccccc2)ccc1Cl
 : -1.1, 5, 3, i, -8, -7, -3, 2, 0, -0.5
> C/C(=N\NC(=O)c1ccccc1-n1cccc1)c1ccccn1
 : -0.1, 11, -2, i, -3, ., -18, 14, -2, -1.5
> COc1cc(C(=O)NNC(=O)c2ccc(NC(=O)C(C)(C)C)cc2)cc(OC)c1OC
 : 0.2, -1, -2, i, -9, -5, -1, 2, -2, -0.6
> C=CC[C@H](CC(=O)N(CCO)Cc1ccccc1)C(=O)N[C@H](COC(=O)[C@@H](CC=C)CC(=O)OC(C)(C)C)Cc1c[nH]c2ccccc12
 : -0.2, -24, 2, i, -9, -4, 13, 13, -1, 3.1
> COc1ccc(-c2csc3ncnc(N4CCN(c5cccc(Cl)c5)CC4)c23)cc1
 : -0.1, -2, -3, i, 6, 4, -6, 7, 1, 5.6
> C[C@H](CO)N1C[C@H](C)[C@@H](CN(C)C(=O)NC2CCCCC2)OCc2cnnn2CCCC1=O
 : -1.1, 4, 1, i, 0, ., 7, 6, -1, -3.2
> COc1ccc(-c2cc(C(=O)OCC(=O)Nc3ccc4c(c3)OCO4)c3ccccc3n2)cc1
 : 0.4, -19, 3, ., 25, -1, -1, 8, 0, 6.9
> CCOc1ccc(S(=O)(=O)N2CCC(C(=O)Nc3ccccc3N3CCCC3)CC2)cc1
 : -0.3, -2, -1, i, 5, ., 4, 24, 1, -0.6
> O=C1CN(C(=O)COC(=O)CCc2ccccc2O)c2ccccc2N1
 : -0.3, 2, 0, i, 1, 2, -7, 1, 0, 0.9
> CCCCc1nc(SCCN2CCOCC2)c2c(=O)n(C)c(=O)n(C)c2n1
 : -2.3, 5, 3, i, -1, 5, 7, -7, 0, -0.4
> O=S(=O)(c1ccccc1)N1CCCN(S(=O)(=O)c2ccccc2)CC1
 : 0.1, -1, 3, i, -4, -4, 8, 7, -3, -0.9
> Nn1c(COc2ccccc2F)nnc1SCC(=O)NC1CCCC1
 : -0.3, 0, -1, i, -1, -8, -4, 4, -2, -1.2
> CCc1ccccc1OCC(=O)OCC(=O)c1c(N)n(C)c(=O)n(C)c1=O
 : -0.3, -3, -2, i, -10, -2, 2, 5, 2, 2.0
> COc1ccnc(Oc2ccccc2)c1C#N
 : -0.4, -2, 3, i, 0, -4, 6, 18, -2, 0.0
> O=C1CCC(c2ccccc2)c2ccccc21 (stereo unspecified)
 : -1.8, 3, -1, i, -4, -8, -3, -21, 0, 0.8
> C[C@H]1O[C@H]1P(=O)(O)O
 : -1.7, 2, 1, i, -4, -9, 6, -9, -2, -1.7
> CN(Cc1ccccn1)C(=O)CC1C(=O)NCCN1Cc1ccc(F)cc1Cl (stereo unspecified)
 : -0.6, -3, -3, i, -1, -3, 18, 17, -1, -1.0
> O=C(COC(=O)Cc1c(Cl)cccc1Cl)NCCC1=CCCCC1
 : 0.2, -1, 0, i, -2, -11, 5, 7, 6, -0.3
> O=C(Nc1c(Cl)ccc2nsnc12)c1cccnc1
 : 1.3, 1, -14, i, -4, -6, -6, -9, 4, -1.1
> O=C(CCNc1n[nH]c(=O)[nH]c1=O)N1CCOCC1
 : 0.3, 1, -3, i, 2, -9, -5, 7, 0, 0.2
> Cc1ccc(NC(=O)c2cnc(N3CCN(c4ccccn4)CC3)c3ccccc23)c(Br)c1
 : -0.6, -7, 2, ., 10, 9, -4, 12, 0, 4.8
> COc1cc(CCC(=O)NCc2ccc(Cl)cc2)cc(OC)c1OC
 : -0.1, 2, 5, i, -3, -4, 7, -3, 0, -1.0
> COc1ccccc1C(=O)NCC(c1cccnc1)N(C)C (stereo unspecified)
 : -0.1, 4, -8, i, -5, 3, -3, 9, 2, -1.4
> Cc1cc(Cl)c(S(=O)(=O)NC2CCCC2)cc1OCC(N)=O
 : -0.3, 1, -3, i, -1, -2, 2, 1, -1, -1.4

Single records (already shown).
`C[C@H]1O[C@H]1P(=O)(O)O` in the list: TbMetRS inhib: -1.7; DNMT1 block: 2; SUMO1 PPI mod: 1; Neddyl block: i; NadD block: -4; Scp1 inh: -9; CendR NRP1 mod: 6; SKN-1 block: -9; STEP block: -2; LMPTP inh: -1.7
`COc1ccc2[nH]c3c(=O)n(N)c(=O)[nH]c3c2c1` in the list: TbMetRS inhib: -1.4; DNMT1 block: -2; SUMO1 PPI mod: -15; Neddyl block: .; NadD block: 1; Scp1 inh: 0; CendR NRP1 mod: 12; SKN-1 block: 15; STEP block: 2; LMPTP inh: 1.1

Arranged by value in SKN-1 block (smallest number first): six from the list above.
SMILES	TbMetRS inhib	DNMT1 block	SUMO1 PPI mod	Neddyl block	NadD block	Scp1 inh	CendR NRP1 mod	SKN-1 block	LMPTP inh
CC(=O)Nc1ccc(S(=O)(=O)N2CCN(CCN3CCOCC3)CC2)cc1Cl	-0.3	3	3	i	-7	1	0	-2	0.5
COc1cc(C(=O)NNC(=O)c2ccc(NC(=O)C(C)(C)C)cc2)cc(OC)c1OC	0.2	-1	-2	i	-9	-5	-1	2	-0.6
CCO[C@H]1OC(C(=O)N2CCOCC2)=C[C@@H](c2ccccc2)[C@@H]1CCCO	-0.2	5	-1	i	-10	-9	-1	4	-1.4
CCc1ccccc1OCC(=O)OCC(=O)c1c(N)n(C)c(=O)n(C)c1=O	-0.3	-3	-2	i	-10	-2	2	5	2.0
O=C(CCNc1n[nH]c(=O)[nH]c1=O)N1CCOCC1	0.3	1	-3	i	2	-9	-5	7	0.2
CCOc1ccc(S(=O)(=O)N2CCC(C(=O)Nc3ccccc3N3CCCC3)CC2)cc1	-0.3	-2	-1	i	5	.	4	24	-0.6

Bioassay records (PubChem BioAssay)
